MITF primary: inhibitors of human MITF | O75030 | AlphaScreen MITF homodimerization, bead proximity signal | inhibition, % at 2.6 µM | 650,000 tested, 0.91% active | AID 1259374; in the data active = inhibition above about 50%;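 note: 0% = vehicle wells with protein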
Target sequence (O75030 whole entry, looked up): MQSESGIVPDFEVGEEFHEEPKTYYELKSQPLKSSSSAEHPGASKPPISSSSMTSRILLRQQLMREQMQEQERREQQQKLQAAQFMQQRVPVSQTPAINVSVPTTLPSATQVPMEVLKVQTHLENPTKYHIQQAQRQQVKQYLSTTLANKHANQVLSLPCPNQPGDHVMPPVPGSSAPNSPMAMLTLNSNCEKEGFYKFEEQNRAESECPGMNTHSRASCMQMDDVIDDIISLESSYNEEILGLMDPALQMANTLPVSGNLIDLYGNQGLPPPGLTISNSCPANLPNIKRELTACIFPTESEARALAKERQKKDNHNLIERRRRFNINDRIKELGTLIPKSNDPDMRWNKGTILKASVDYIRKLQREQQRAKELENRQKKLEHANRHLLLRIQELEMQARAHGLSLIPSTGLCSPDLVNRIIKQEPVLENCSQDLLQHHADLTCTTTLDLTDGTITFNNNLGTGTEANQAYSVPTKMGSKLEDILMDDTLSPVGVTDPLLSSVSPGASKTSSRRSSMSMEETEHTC
GPR151 activ: human GPR151 activation. 650,000 tested, 1% active. PathHunter beta-arrestin GPR151 cells, luminescence. activation, % at 11.2 µM. AID 1508602. Q8TDV0; in the data active = activation above about 4.9%;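 note: 0% = median of compound wells and 100% = cells with positive control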
Target sequence (Q8TDV0 whole entry, looked up): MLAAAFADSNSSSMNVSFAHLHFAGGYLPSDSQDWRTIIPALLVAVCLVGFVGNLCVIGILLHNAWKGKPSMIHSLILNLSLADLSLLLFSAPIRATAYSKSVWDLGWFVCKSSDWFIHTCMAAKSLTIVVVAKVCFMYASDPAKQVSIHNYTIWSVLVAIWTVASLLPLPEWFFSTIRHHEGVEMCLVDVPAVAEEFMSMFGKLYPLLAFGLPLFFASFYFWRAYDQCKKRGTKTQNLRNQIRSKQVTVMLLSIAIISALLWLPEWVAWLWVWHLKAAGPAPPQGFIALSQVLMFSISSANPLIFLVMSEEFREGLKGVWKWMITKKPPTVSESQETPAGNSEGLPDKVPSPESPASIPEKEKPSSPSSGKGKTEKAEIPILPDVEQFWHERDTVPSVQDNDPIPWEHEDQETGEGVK
TEAD-YAP inh: TEAD-YAP interaction inhibition | HEK-TIYL cells, TEAD-Gal4/YAP UAS-luciferase luminescence | AID 1259422 | 640,000 tested, 1.4% active | inhibition, % at 9.12 µM; in the data active = inhibition above about 32%;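 note: 0% = median of test compound wells and 100% = reference inhibitor wells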
FBW7 act: activators of human E3 ligase FBW7. AlphaScreen FBW7–phospho-cyclin E peptide binding, activator screen. normalized activity (activation), % at 26.1 µM. 650,000 tested, 0.13% active. AID 1259310; in the data active = normalized activity above about 1.9%;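 note: purified mutant Fbw7 with reduced substrate affinity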
Active calls of the source: *; . = no result given. Compounds were not picked by outcome; 3.4% or so of the library scored in one or more.

SMILES	MITF primary	GPR151 activ	TEAD-YAP inh	FBW7 act
CC(C)(C)NC(=O)NCC(c1ccc2c(c1)OCO2)N1CCN(c2ccccc2)CC1 (centres undefined)	3	0.1	5	-0.1
CCNc1nc(NCC)n2c(SCC(=O)Nc3cc(C)cc(C)c3)nnc2n1	4	0.5	3	-0.1
CCOC(=O)c1sc(NC(=O)c2sc3ncn(Cc4ccccc4F)c(=O)c3c2C)nc1C	4	-0.6	-3	-0.2
CCOc1ccccc1C1CC(=O)NC2=C1C(=O)CCC2 (centres undefined)	21	0.2	40*	0.0
O=C(Nc1cc(Oc2ccc(Cl)cc2C2CCCCC2)cc([N+](=O)[O-])c1)c1cc(-c2ccccc2)nc2ccccc12	6	-1.4	3	0.0
c1cc(CN2CCCC(c3ccn[nH]3)C2)n(-c2nccs2)c1 (centres undefined)	11	-0.4	-2	0.0
CCc1ccc(-c2nc(CN3CCC(C(=O)NC(C)C)CC3)c(C)o2)cc1	-13	0.0	-15	-0.1
CC1(C)Cc2c(c(=S)nc(-c3ccccc3)n2CCO)CO1	-18	0.4	3	-0.1
FC(F)(F)c1ccccc1CNCc1ccc2c(c1)OCO2	12	1.5	-4	0.0
Cc1c(C(=O)NC(=S)Nc2ccc(Cl)cn2)oc2ccccc12	-5	3.9	-1	-0.1

Whole records, looked up by structure. Order of screens: MITF primary | GPR151 activ | TEAD-YAP inh | FBW7 act
CCOc1ccccc1C1CC(=O)NC2=C1C(=O)CCC2 (centres undefined) is listed as 21 | 0.2 | 40* | 0.0
CC(C)(C)NC(=O)NCC(c1ccc2c(c1)OCO2)N1CCN(c2ccccc2)CC1 (centres undefined) is listed as 3 | 0.1 | 5 | -0.1

Further records.
SMILES	MITF primary	GPR151 activ	TEAD-YAP inh	FBW7 act
COc1cc(O)ccc1CN1CCc2nnc(C(C)NC(=O)C(C)C)n2CC1 (centres undefined)	17	-1.6	5	-0.2
Cc1nc2nc(S(=O)(=O)N(C)CCO)nn2c(C)c1C	-3	0.2	-8	-0.1
Cc1ccccc1NC(=O)CNS(=O)(=O)c1ccc(Cl)cc1	6	0.3	6	-0.2
O=C(O)c1ccc(-n2nnnc2Oc2ccccc2F)cc1	-2	-1.1	19	-0.1
Cc1ccnc(SCc2cc(=O)c(OC(=O)c3cccc(C(F)(F)F)c3)co2)n1	4	-1.1	-2	-0.1
O=C1NC(=Nc2ccccc2Cl)S/C1=C/c1c(Cl)cccc1Cl	0	-0.8	6	0.0
CN1CCc2c(sc3nc(N)c(C(=O)Nc4ccc(N(C)C)cc4)cc23)C1	19	-0.4	-10	0.3
Cc1sc2nc[nH]c(=O)c2c1-c1ccccc1	-1	0.3	-5	-0.5
CCc1ccccc1NC(=O)c1c(NC(=O)c2cccc(C)c2)sc2c1CCC2	3	-0.3	-9	0.1
COc1ccccc1-n1c(SCC(=O)NCc2ccco2)nc2c(sc(=S)n2-c2ccc(C)c(C)c2)c1=O	2	-0.8	-13	-0.2
COc1ccc(-c2noc(CSc3ccccc3)n2)cc1	-2	-1.4	-54	1.3
CCOc1cc2[nH]c(=S)n(CCCN3CCOCC3)c(=O)c2cc1OCC	0	-0.1	-6	-0.4
Cc1ccccc1CNC(=O)Cn1c(=O)oc2ccccc21	-6	0.2	4	-0.3
CCOc1ccc(C2C(C(N)=O)=C(C)Nc3nc(-c4cccc(Cl)c4)nn32)cc1 (centres undefined)	3	-0.5	1	-0.1
COc1cc(C(=O)N2C(=O)c3cccc(N)c3C2=O)cc(OC)c1OC	-2	2.6	1	0.0
CC(C)NC(=O)c1cccc(NC(=O)Nc2ccc(-c3ncnc4[nH]ccc34)cc2)c1	33	-0.1	9	0.1
COc1cccc(CNC(=O)Cn2cc3c(n2)CCCCCC3)c1	8	-1.3	12	-0.1
COc1ccc(NC(=O)C2(N(C)C(=O)c3ccc(-n4cnnn4)cc3)CCCCC2)cc1	1	0.2	4	0.3
Cc1ccc(-n2nc3c(c2NC(=O)c2ccc(C)c([N+](=O)[O-])c2)CSC3)c(C)c1	5	-0.8	5	0.0
CCC(C)N(CCNC(=O)CC1Oc2ccccc2NC1=O)C1CCCCC1 (centres undefined)	10	-1.7	6	-0.3
Cn1c(=O)[nH]c(=O)c2c1nc(N(CCO)CCO)n2Cc1ccc(F)cc1	2	0.2	-12	-0.1
COc1cc(C(=O)Nc2cc(C(=O)N3CCCC(C)C3)ccc2N2CC3CC(C2)c2cccc(=O)n2C3)cc(OC)c1OC (centres undefined)	2	-1.4	-14	0.1
O=C(Nc1scc(-c2ccc(-c3ccccc3)cc2)c1C(=O)O)c1ccccc1Cl	6	0.5	7	0.1
Cc1ccc(OCC(=O)N/N=C/c2ccc3c(c2)OCO3)c([N+](=O)[O-])c1	16	-0.5	6	-0.1
Cc1ccc(F)cc1NC(=O)c1cccc2nccnc12	-2	1.0	0	-0.1
Cc1cc(Br)ccc1NS(=O)(=O)c1cccc2cccnc12	6	-0.1	11	-0.1
O=C(Nc1ccc(/C=C/c2ccccc2)cc1)c1ccc(Br)cc1	8	0.5	2	0.1
Cc1ccc(S(=O)(=O)NCCc2cn3ccccc3n2)cc1	7	-2.0	9	1.5
COc1cccc(NC(=O)c2ccc(-c3cccc(Cl)c3C)o2)c1	-3	2.5	2	-0.3
CCOC(=O)CC(CC(=O)OCC)=NNC(=O)c1ccccc1N	10	-1.4	-46	0.0
COc1ccc(-c2csc3ncn(-c4ccccc4OC)c(=O)c23)cc1OC	0	0.4	10	0.0
CC1=CC(C)(C)Nc2ccc(OC(=O)c3c(-c4c(Cl)cccc4Cl)noc3C)cc21	-9	-0.2	-7	-0.2
COc1ccc2cc(-c3nc4cccc(C)n4c3NCC3CCCO3)c(=O)[nH]c2c1 (centres undefined)	2	-0.8	-45	0.1
COc1ccc(/C=N\NC(=O)c2ccc(Br)cc2)c(OC)c1	9	0.8	-6	0.2
CCN1CCN(CCOc2ccc(I)cc2)CC1	64*	-0.3	0	0.1
O=S(=O)(c1ccc2nc(-c3cccs3)c(-c3cccs3)nc2c1)N1CCOCC1	36	-1.8	0	-1.1
CC12CC(C(C#N)=C(N)N1)c1ccccc1O2 (centres undefined)	-2	0.0	8	-0.3
O=C1NC(=Nc2ccc(Cl)cc2)SC1Cc1cccc2ccccc12 (centres undefined)	7	-0.9	15	0.1
Cc1cc(OCC(=O)Nc2ccc(S(=O)(=O)N(C)C)cc2)cc(C)c1Cl	13	1.0	4	-0.1
CCOc1ccc(C(C)=O)cc1COC(=O)CNC(=O)C12CC3CC(CC(C3)C1)C2	-4	0.9	4	0.0
O=C(CSc1ncn[nH]1)NN(c1ccccc1)c1ccccc1	-4	0.8	0	0.2
COc1ccc(C2C=C(c3ccc(F)cc3)Nc3ncnn32)cc1 (centres undefined)	7	-0.3	-21	0.0
CC12CN3CC(C)(CN(C1)C31C(=O)Nc3ccccc31)C2=O (centres undefined)	11	0.6	9	-0.2
COc1cc(CO)cc(Br)c1OCc1cccnc1	-10	0.7	0	0.0
C/C(N)=C(/C#N)C(=O)COC(=O)c1cc(=O)c2ccccc2o1	6	-1.1	10	1.0
Cc1cc(Cl)ccc1N=Cc1c(O)n(C)c(=O)n(C)c1=O	-1	-0.7	-3	0.0
Cc1ccc(O)c(C2=NOC(O)(C(F)(F)F)C2)c1 (centres undefined)	21	-3.0	-2	0.5
COc1ccc(Cl)cc1C(=O)N/C(=C\c1cccc([N+](=O)[O-])c1)C(=O)Nc1cccc(F)c1	-3	-0.1	-5	-0.1
COc1ccc(CCNC(=O)c2ccc3nc(NCc4ccc5c(c4)OCO5)sc3c2)cc1	-15	-1.2	-9	0.1
CN(C)c1ccc(CCCNC(=O)c2ccc(Cl)cc2)cc1	-5	-0.4	-7	-0.3

Some of these compounds in order of SMILES length, largest number first.
SMILES	MITF primary	GPR151 activ	TEAD-YAP inh	FBW7 act
COc1ccc(CCNC(=O)c2ccc3nc(NCc4ccc5c(c4)OCO5)sc3c2)cc1	-15	-1.2	-9	0.1
C/C(N)=C(/C#N)C(=O)COC(=O)c1cc(=O)c2ccccc2o1	6	-1.1	10	1.0
CC12CN3CC(C)(CN(C1)C31C(=O)Nc3ccccc31)C2=O (centres undefined)	11	0.6	9	-0.2
COc1ccc(C2C=C(c3ccc(F)cc3)Nc3ncnn32)cc1 (centres undefined)	7	-0.3	-21	0.0
O=C(CSc1ncn[nH]1)NN(c1ccccc1)c1ccccc1	-4	0.8	0	0.2
CN(C)c1ccc(CCCNC(=O)c2ccc(Cl)cc2)cc1	-5	-0.4	-7	-0.3

(more compounds)
SMILES	MITF primary	GPR151 activ	TEAD-YAP inh	FBW7 act
COc1ccc2c(=O)c(-c3csc(C)n3)coc2c1OC	-6	-1.0	-49	0.0
O=Nc1c(O)n(Cc2ccc(OCc3ccccc3)cc2)c2ccccc12	19	-1.0	-5	-0.1
O=Cc1ccc(OCC(=O)Nc2cc(C(F)(F)F)ccc2Cl)cc1	-6	-1.2	-10	-0.3
O=C1NC(=S)S/C1=C\c1ccccc1Br	6	-0.3	1	-0.1
Cc1ccc(Cl)cc1N1CC(c2nc3ccccc3n2C)CC1=O (centres undefined)	2	1.6	-2	-0.1
Cc1ccccc1NC(=O)C1CC(=O)n2ncnc2N1 (centres undefined)	-3	-0.4	3	0.0
COc1cc(C(=O)Nc2ccc(F)c(F)c2)cc(OC)c1OC	11	-2.0	3	0.4
CCCCCCCC(=O)N/N=C/c1ccc2c(c1)OCO2	-14	0.7	7	-0.1
CCOC(=O)N1CCC(NC(=O)CC2C(=O)NCCN2Cc2ccc(C)cc2)CC1 (centres undefined)	-3	1.0	-8	-0.2
CC(=O)c1cccc(NC(=O)Cn2nc(C)c([N+](=O)[O-])c2C)c1	6	1.0	0	-0.1

Continued; the last four above are carried over.
SMILES	MITF primary	GPR151 activ	TEAD-YAP inh	FBW7 act
COc1cc(C(=O)Nc2ccc(F)c(F)c2)cc(OC)c1OC	11	-2.0	3	0.4
CCCCCCCC(=O)N/N=C/c1ccc2c(c1)OCO2	-14	0.7	7	-0.1
CCOC(=O)N1CCC(NC(=O)CC2C(=O)NCCN2Cc2ccc(C)cc2)CC1 (centres undefined)	-3	1.0	-8	-0.2
CC(=O)c1cccc(NC(=O)Cn2nc(C)c([N+](=O)[O-])c2C)c1	6	1.0	0	-0.1
O=C(NCCCN1CCCCCC1)C1CCC(=O)N1C1CCCCC1 (centres undefined)	-20	0.0	4	0.0
O=C(O)c1ccc(Nc2ccc(Cl)cc2)nc1	0	-4.5	0	-0.1
O=C(Cc1ccccc1)NCCc1csc2nc(-c3ccc(Cl)cc3)nn12	16	0.0	0	1.0
O=C(COc1ccccc1)Nc1ccc(S(=O)(=O)Nc2nccs2)cc1	-3	-0.8	-5	0.0
O=C1C2CCCCC2C(=O)N1c1ccc(OC(F)(F)F)cc1 (centres undefined)	-7	1.1	-6	-0.1
COc1ccc2c(c1)OCC/C2=N\OC(=O)c1cccc(C)c1	5	-0.9	-12	0.0
C=C(C)COc1c(Cl)cc(C=O)cc1OC	1	0.2	8	0.1
CCOc1ccc2nc(SCC(=O)Nc3ccc(CC)cc3)sc2c1	1	-0.3	0	-0.2
COc1ccc2c(c1)cc(C)c1nn(CC(=O)NCC3CC3)c(=O)n12	-1	0.7	-6	-0.1
Cc1nnc(NC(=O)CCCn2cccc2)s1	-5	-0.9	-4	-0.2
COc1ccc(Cc2cnc(NC(=O)c3ccc(C)cc3)s2)cc1	-6	1.0	50*	-0.2
C[C@@H]1NC(=O)[C@@H](C)COC(=O)[C@H](C)NC(=O)[C@@H](C)COC1=O	15	-0.1	.	0.0
COP(=O)(OC)c1nc(-c2ccc(C)cc2)oc1N1CCOCC1	-1	0.0	-7	-0.1
Cc1cc(OCC(=O)N=Nc2c(O)[nH]c(=O)[nH]c2=O)cc(C)c1Cl	4	0.8	-7	0.4
CC(C)(C)C1=CC(=O)CN(C(C)(C)C)C1	11	0.0	-5	0.0
Cc1cc2cc(CN(Cc3ccc(F)cc3)C(=O)c3cnccn3)c3nnnn3c2cc1C	-8	-0.3	2	-0.1
CC(C)(C)c1ccc(C(=O)NCC(=O)N/N=C/c2ccccc2[N+](=O)[O-])cc1	-7	1.0	-3	-0.2
CCc1nnc2sc(NC(=O)c3ccco3)nn12	-3	0.4	3	0.0
Cc1ccc(N(S(=O)(=O)c2nc(C)c(Cl)c(C)c2C#N)S(=O)(=O)c2nc(C)c(Cl)c(C)c2C#N)cc1Cl	13	-0.5	-6	0.2
CS(=O)(=O)C1=NN2C(=N)/C(=C\c3ccc(Br)cc3)C(=O)N=C2S1	2	-1.8	-17	0.1
CC1(C)CC(NC(=O)COc2cc(Cl)c(Cl)cc2Cl)CC(C)(C)N1	16	0.6	-8	0.2
CC(NC(=O)c1cc(-c2ccncc2)nc2ccc(Cl)cc12)C1CCCO1 (centres undefined)	1	2.5	13	0.3
CC(C)(C)c1ccc(COC(=O)c2cccnc2N)cc1	-1	2.1	14	0.1
CCCCC(=O)Nc1noc2ccccc12	-2	4.9	-7	-0.1
O=C(Nc1ccc(F)cc1)c1oc2cccnc2c1NC(=O)C1CCCC1	7	-0.7	-6	0.0
O=C(Nc1nnc(S(=O)(=O)N2CCCCC2)s1)c1ccc(F)cc1	0	1.1	1	0.0
CC1=C(C(=O)OCCOc2ccccc2)C(c2ccc3c(c2)OCO3)NC(=O)N1C (centres undefined)	19	-0.2	9	0.0
Cc1ccc2nc(NC(C)C(=O)O)nc(-c3ccccc3)c2c1 (centres undefined)	8	0.4	-6	-0.1
